CHRM5 PAM: positive allosteric modulators of human muscarinic M5 receptor; P08912; CHO-K1 hM5, Fluo-8 calcium, ACh EC20 PAM; 0% = ACh EC20, 100% = ACh EC100; activation, % at 3 µM; 0.3% of 360,000 active; AID 624038;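 active = activation above the run cutoff, the mean activation of all test compounds plus 3 SD, cut at about 18% in these data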
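Assay system – human M5 receptor in CHO-K1 cells · Read-out – % activation, ACh-normalized · Technique – Fluo-8 calcium fluorescence · Dosing – single-point, 3 µM nominal · Incubation – Fluo-8 loading 80 min at 37 °C plus 30 min room temperature · Repeats – singlicate, one well per test compound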
CHRM5 agonist: agonists of human muscarinic M5 receptor (CHRM5) | 0.19% of 360,000 active | CHO-K1 hM5 cells, Fluo-8 calcium fluorescence; 0% DMSO wells, 100% maximal acetylcholine response | AID 624037 | activation, % at 3 µM | P08912;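 active = activation above the run's mean over test compounds plus 3 SD, cut at about 23% in these data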;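 also: signal is peak over basal fluorescence ratio across the kinetic read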
CHRM4 agonist: agonists of human muscarinic M4 receptor (CHRM4) | P08173 | CHO-K1 hM4/Gqi5, Fluo-8 calcium fluorescence; vehicle 0%, full acetylcholine response 100% | activation, % at 3 µM | 0.14% of 360,000 active;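 active = activation above the run mean over all test wells plus 3 SD, cut at about 32% in these data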;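 also: peak over basal fluorescence ratio per well then scaled between controls; 0% = DMSO wells and 100% = acetylcholine at EC100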
Target sequence (P08173 whole entry, looked up): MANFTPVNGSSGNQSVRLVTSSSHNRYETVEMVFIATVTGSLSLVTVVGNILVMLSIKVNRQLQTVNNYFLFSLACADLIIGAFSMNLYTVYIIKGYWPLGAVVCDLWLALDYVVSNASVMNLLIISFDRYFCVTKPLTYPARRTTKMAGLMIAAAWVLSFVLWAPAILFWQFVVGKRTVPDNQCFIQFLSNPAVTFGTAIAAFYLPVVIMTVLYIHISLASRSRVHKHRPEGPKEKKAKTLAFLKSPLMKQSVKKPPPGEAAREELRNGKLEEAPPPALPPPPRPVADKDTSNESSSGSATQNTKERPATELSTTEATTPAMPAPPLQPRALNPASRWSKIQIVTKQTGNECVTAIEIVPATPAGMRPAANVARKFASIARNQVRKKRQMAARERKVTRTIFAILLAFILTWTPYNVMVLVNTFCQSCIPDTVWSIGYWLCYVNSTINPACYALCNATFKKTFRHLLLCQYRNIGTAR
CRFBP-R2 agonist: agonists of human CRF-binding protein/CRF-R2 receptor complex; HEK293 CRF-R2/CRF-BP, calcium dye fluorescence (FLIPR); percent of saturating CRF peptide response; activation, % at 13.2 µM; 0.46% of 350,000 active;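 active = activation of at least 50%, plus an integration ratio under a set limit after plate pattern correction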;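 also: plate controls were neutral control wells without compound for no effect and CRF at EC100 for full effect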
M4 PAM: CHRM4 positive allosteric modulation. P08173. CHO-K1 hM4/Gqi5, Fluo-8 calcium fluorescence, ACh EC20; 0% = ACh EC20, 100% = maximal ACh. activation, % at 3 µM. 0.4% of 360,000 active;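 active = activation above its plate's cutoff, the mean activation of sample wells plus 3 SD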; also: some results filed as inactive read as strong as hits
M1 PAM: potentiates human M1 receptor response to acetylcholine; P11229; CHO-K1 hM1, Fluo-8 calcium fluorescence, ACh EC20; 0% = ACh EC20, 100% = maximal ACh; activation, % at 3 µM; 0.088% of 360,000 active; in the data active = activation above about 19%, passing the limit was not always enough
Target sequence (P11229 whole entry, looked up): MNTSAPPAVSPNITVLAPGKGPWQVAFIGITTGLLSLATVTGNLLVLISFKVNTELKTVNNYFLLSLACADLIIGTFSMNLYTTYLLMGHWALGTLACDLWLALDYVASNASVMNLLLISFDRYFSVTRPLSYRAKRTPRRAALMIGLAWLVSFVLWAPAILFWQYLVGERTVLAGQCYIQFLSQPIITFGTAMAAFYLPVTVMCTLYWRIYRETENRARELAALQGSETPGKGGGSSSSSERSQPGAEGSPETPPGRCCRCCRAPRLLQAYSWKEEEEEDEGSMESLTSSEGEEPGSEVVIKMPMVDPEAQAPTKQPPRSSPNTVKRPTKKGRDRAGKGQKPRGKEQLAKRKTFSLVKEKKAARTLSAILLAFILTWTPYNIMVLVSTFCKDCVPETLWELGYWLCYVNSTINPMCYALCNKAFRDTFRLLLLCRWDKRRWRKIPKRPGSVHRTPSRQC
CHRM5 antagonist: antagonists of human muscarinic M5 receptor (CHRM5). AID 624040. CHO-hM5 cells, Fluo-8 calcium fluorescence, ACh EC80. inhibition, % at 3 µM. 0.59% of 360,000 active. P08912;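 active = inhibition above a per-plate cutoff, the mean of that plate's test compounds plus 3 SD, cut at about 27% in these data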;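 also: 0% = acetylcholine EC80 with DMSO and 100% = DMSO without agonist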
CRFBP-R2 block: CRF-BP/CRF-R2 complex antagonism; inhibition, % at 11.8 µM; HEK293 CRF-R2/CRF-BP, CRF-induced calcium fluorescence; AID 588475; 0.59% of 350,000 active;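 active = inhibition of the ligand-induced calcium signal above about 50% at the single tested concentration, limit read from the data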
CHRM4 antagonist: blocks acetylcholine activation of human M4 receptor. P08173. CHO-hM4 cells, ACh EC80, Fluo-8 calcium fluorescence. inhibition, % at 3 µM. 0.73% of 360,000 active;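 active = inhibition above its plate's cutoff, the mean inhibition of sample wells plus 3 SD, cut at about 27% in these data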;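 also: 0% = acetylcholine EC80 with DMSO and 100% = DMSO without agonist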
Active calls of the source: *.

SMILES	CHRM5 PAM	CHRM5 agonist	CHRM4 agonist	CRFBP-R2 agonist	M4 PAM	M1 PAM	CHRM5 antagonist	CRFBP-R2 block	CHRM4 antagonist
CC(=O)c1c(C)[nH]c(C(=O)OCC(=O)NCCCc2ccccc2)c1C	-4	5	12	-1.1	3	7	6	10	-2
CC(=O)Nc1cc(C(=O)N2CCCC2)ccc1S(=O)(=O)c1ccc(C)cc1	1	4	-2	1.5	1	4	2	17	7
CN(C(=O)c1ccc(NC(=O)Cc2cccc(NC(=O)C3CCN(C(=O)C4CC4)CC3)c2)cc1)C1CCCC1	1	2	1	-1.3	-2	1	6	-5	5
CC(C)c1nc(CNC(=O)CCc2nnc(-c3ccsc3)o2)cs1	2	-3	2	-0.8	3	4	1	12	5
CCCSc1ncnc2[nH]ncc12	-6	2	-1	-0.1	5	5	11	-26	-5
Cc1ccc2nc(Nc3nc(-c4ccccc4)cc(=O)[nH]3)nc(C)c2c1	7	4	2	-0.9	3	7	-5	16	4
CC1(C)CC(=O)C2=C(C1)N=C1SCCC(=O)N1C2c1cccc([N+](=O)[O-])c1 (stereo not given)	3	-10	1	7.1	5	-3	0	-1	-11
N#CCCN(C(=O)COC(=O)c1cc(=O)[nH]c2ccccc12)c1ccccc1	0	2	7	0.5	6	4	6	-3	-12
C/C(Cl)=C/CSc1nnc2n(N)c(=O)c3ccccc3n12	-6	-1	0	-0.5	0	5	3	-11	8
Cc1ccc(COc2ccc(Br)cc2/C=N/O)cc1	2	1	-2	-1.7	-9	-2	-2	0	9
Cc1cc(NC(=O)CCC(=O)N(CC(=O)NC2CCCC2)Cc2ccc3c(c2)OCO3)no1	-6	-4	1	0.3	0	12	-7	15	1
CCOc1ccccc1NC(=O)/C(C#N)=C/c1c(C)nn(-c2ccc(F)cc2)c1Cl	10	-1	0	2.9	2	13	-4	-24	-3
NC(=O)c1ccc[n+](CC(=O)c2ccc(NC(=O)c3ccccc3)cc2)c1	4	-5	1	2.5	-2	2	0	24	0
O=C(NC1CCN(Cc2ccccc2)CC1)C1COc2ccccc2O1 (stereo not given)	-43	-13	2	1.2	-14	-22	64*	-6	18
COc1ccccc1N1CCN(S(=O)(=O)c2c(C)sc3ncn(CC(=O)NCCN(C)C)c(=O)c23)CC1	-2	-2	0	-0.3	0	1	10	-8	0
Cc1nc(CS(=O)(=O)c2ccc(Cl)cc2)cc(N2CCOCC2)n1	2	-3	0	-0.4	12	7	-4	-12	-2
CCOC(=O)Cn1c(=O)c2c(nc3n2CCCCN3c2ccc(C)cc2)n(C)c1=O	3	0	0	-0.4	3	9	-2	2	2
COc1ccc(CCN2CC(C(=O)NCc3cc(C)on3)CCC2=O)cc1 (stereo not given)	10	-1	3	0.3	2	6	-13	10	-7
COc1cc(S(=O)(=O)N2CCCCC2)ccc1NC(=O)/C=C/c1ccccc1	-9	-7	-2	0.9	4	-3	5	5	5
CNC(=O)COc1ccc(S(=O)(=O)Nc2ccc(OC)cc2)cc1	2	1	1	-0.9	1	-3	2	16	-6

Some of the entries so far, with values under each structure:
Below each compound: CHRM5 PAM | CHRM5 agonist | CHRM4 agonist | CRFBP-R2 agonist | M4 PAM | M1 PAM | CHRM5 antagonist | CRFBP-R2 block | CHRM4 antagonist
CC1(C)CC(=O)C2=C(C1)N=C1SCCC(=O)N1C2c1cccc([N+](=O)[O-])c1 (stereo not given)
  3 | -10 | 1 | 7.1 | 5 | -3 | 0 | -1 | -11
N#CCCN(C(=O)COC(=O)c1cc(=O)[nH]c2ccccc12)c1ccccc1
  0 | 2 | 7 | 0.5 | 6 | 4 | 6 | -3 | -12
C/C(Cl)=C/CSc1nnc2n(N)c(=O)c3ccccc3n12
  -6 | -1 | 0 | -0.5 | 0 | 5 | 3 | -11 | 8
Cc1ccc(COc2ccc(Br)cc2/C=N/O)cc1
  2 | 1 | -2 | -1.7 | -9 | -2 | -2 | 0 | 9
Cc1cc(NC(=O)CCC(=O)N(CC(=O)NC2CCCC2)Cc2ccc3c(c2)OCO3)no1
  -6 | -4 | 1 | 0.3 | 0 | 12 | -7 | 15 | 1
CCOc1ccccc1NC(=O)/C(C#N)=C/c1c(C)nn(-c2ccc(F)cc2)c1Cl
  10 | -1 | 0 | 2.9 | 2 | 13 | -4 | -24 | -3
NC(=O)c1ccc[n+](CC(=O)c2ccc(NC(=O)c3ccccc3)cc2)c1
  4 | -5 | 1 | 2.5 | -2 | 2 | 0 | 24 | 0
O=C(NC1CCN(Cc2ccccc2)CC1)C1COc2ccccc2O1 (stereo not given)
  -43 | -13 | 2 | 1.2 | -14 | -22 | 64* | -6 | 18
COc1ccccc1N1CCN(S(=O)(=O)c2c(C)sc3ncn(CC(=O)NCCN(C)C)c(=O)c23)CC1
  -2 | -2 | 0 | -0.3 | 0 | 1 | 10 | -8 | 0
Cc1nc(CS(=O)(=O)c2ccc(Cl)cc2)cc(N2CCOCC2)n1
  2 | -3 | 0 | -0.4 | 12 | 7 | -4 | -12 | -2
CCOC(=O)Cn1c(=O)c2c(nc3n2CCCCN3c2ccc(C)cc2)n(C)c1=O
  3 | 0 | 0 | -0.4 | 3 | 9 | -2 | 2 | 2
COc1ccc(CCN2CC(C(=O)NCc3cc(C)on3)CCC2=O)cc1 (stereo not given)
  10 | -1 | 3 | 0.3 | 2 | 6 | -13 | 10 | -7
COc1cc(S(=O)(=O)N2CCCCC2)ccc1NC(=O)/C=C/c1ccccc1
  -9 | -7 | -2 | 0.9 | 4 | -3 | 5 | 5 | 5
CNC(=O)COc1ccc(S(=O)(=O)Nc2ccc(OC)cc2)cc1
  2 | 1 | 1 | -0.9 | 1 | -3 | 2 | 16 | -6

(list continues)
SMILES	CHRM5 PAM	CHRM5 agonist	CHRM4 agonist	CRFBP-R2 agonist	M4 PAM	M1 PAM	CHRM5 antagonist	CRFBP-R2 block	CHRM4 antagonist
O=[N+]([O-])c1ccccc1N=NNc1ccccc1	-5	3	1	-3.2	-2	2	18	4	7
CCCc1nnc(NC(=O)c2ccncc2)s1	-2	2	0	-1.0	0	0	-3	-25	2
COc1ccc(NC(=O)CSc2nnc(C)s2)cc1S(=O)(=O)N1CCOCC1	6	1	1	1.2	-1	2	9	2	-5
O=C1CN=C(Nc2ccc(Cl)cc2)N1c1ccccc1	9	5	1	-1.6	17	-5	-4	17	12
O=C(O)c1ccc(CSc2nc3ccc(NC(=O)c4ccccc4C(=O)O)cc3s2)cc1	-7	-1	6	-0.6	-4	1	4	-5	-1
CCN(C[C@H]1N[C@@](CC)(C(=O)OC)[C@H]2C(=O)N(Cc3ccccc3)C(=O)[C@@H]12)C(=O)c1ccc(F)cc1	-6	3	18	-0.2	-7	-6	7	1	-5
Cn1cccc1Cc1nnc(SCC(=O)Nc2ccc3c(c2)OCO3)n1-c1ccc(F)cc1	-4	2	0	-1.6	5	-1	8	2	-15
NC(=O)Nc1ccc(C(=O)OCC(=O)Nc2cccc(S(=O)(=O)NC3=NCCCCC3)c2)cc1	10	4	1	-0.9	11	7	-13	33	-6
Cc1ccc(OCc2n[nH]c(=S)n2-c2ccccc2)cc1C	-13	3	19	-0.7	-11	-9	7	-26	3
COc1ccc2[nH]c(C)c(C(=O)CN3CC(C)OC(C)C3)c2c1 (stereo not given)	0	-1	1	-0.5	4	3	-2	-1	-1
Cc1cc(C)c2sc(N(CCN(C)C)C(=O)CCS(=O)(=O)c3ccccc3)nc2c1	2	-4	4	-1.2	4	3	-11	-21	-14
COc1ccc(C(=O)N2CCN(c3ccc(C(C)=O)cc3F)CC2)cc1S(=O)(=O)NC1CC1	-12	0	2	2.5	-3	-7	15	13	10
Cc1ccc(C)c(OCCn2cc(/C=C(/C#N)C(=O)NCC3CCCO3)c3ccccc32)c1 (stereo not given)	-11	-1	5	7.6	-12	-11	5	-48	1
CC(C)Cn1c(=O)c2c(nc3n2CCCN3Cc2ccccc2)n(C)c1=O	-3	-8	2	-0.4	-3	1	1	5	-7
CCS(=O)(=O)N1CCC(NC(=O)c2cc(OC)cc(OC)c2)CC1	-2	2	1	-0.2	-4	8	-7	2	-12
COc1ccc(C2=NOC(Cn3nc(-c4ccccc4)cc3C(=O)NCc3cccc(Br)c3)C2)cc1 (stereo not given)	-6	1	2	2.7	-3	-2	13	2	-4
CCOC(=O)c1sc(NC(=O)CN2C(=O)NC3(CCCCCCC3)C2=O)c(C(=O)OCC)c1C	2	0	0	0.8	11	2	-2	-27	27*
COC(=O)c1[nH]c2ccc(C)cc2c1NC(=O)c1ccccc1[N+](=O)[O-]	3	0	5	-0.4	8	12	-5	-5	-1
CCOC(=O)C(C)Oc1ccc(NC(=O)C(Cl)Cl)cc1 (stereo not given)	-18	0	13	-1.0	-32	-7	15	2	5
COc1cccc(C(=O)Oc2ccc3c(C)cc(=O)oc3c2C(C)=O)c1	4	0	2	-2.4	17	5	-2	11	-7
Cc1ccc(Cl)cc1N1CCN(S(C)(=O)=O)CC1	2	0	1	-1.4	1	2	2	-9	7
Cc1ccccc1NC(=O)COC(=O)CC1CCCC1	0	0	0	-2.6	4	10	-2	2	-6
O=C(CSc1nnc(-c2cccnc2)o1)Nc1ccc(Br)cc1	-7	-4	0	0.8	-5	-6	12	9	5
C=CCOc1ccccc1CN1CCC(CO)(CCOc2ccccc2)CC1	2	-10	5	-1.2	-17	-2	10	1	7
COC(=O)c1sccc1S(=O)(=O)NC(C)c1cnn(-c2ccc(OC)cc2)c1C (stereo not given)	-2	-1	3	-0.1	-1	8	5	9	-1
CCc1ccc(C(C#N)=CC=Cc2ccccc2)cc1	2	0	-1	9.2	6	15	-1	-6	-5
CCCCOC(=O)C[N+](C)(C)CCOC1CC2CCC1(C)C2(C)C (stereo not given)	-7	-11	0	-2.1	-8	-11	-3	14	-10
OC(CNCCNc1ncccc1C(F)(F)F)Cn1ccc2ccccc21 (stereo not given)	0	8	10	-1.5	-9	-3	-4	-5	-1
CN(C)CCCNc1c2ccccc2nc2ccccc12	-3	1	5	-0.3	-3	9	4	12	-12
COc1ccc(CC(=O)Nc2cccc(C(=O)O)c2C)cc1	3	2	0	6.2	2	7	0	-14	9
O=C(NCCc1ccc2c(c1)OCCO2)c1cc(S(=O)(=O)N2CCCC2)ccc1Br	-3	0	5	0.4	11	6	-7	-8	-15
CN1CCN(C(=O)CCn2nc(-c3ccccc3)c3ccccc3c2=O)CC1	4	-4	1	-0.1	6	7	-5	14	-7
CC1CCc2nc(NC(=O)CN3CCN(c4ccccc4)CC3)sc2C1 (stereo not given)	6	-2	0	-1.3	16	7	0	-11	-2
COCCN(C(=O)CCC(=O)Nc1cc(C)on1)C(C(=O)NC1CCCC1)c1ccccc1F (stereo not given)	28*	6	0	1.1	-20	12	17	-4	75*
CN(C1CCCCC1)S(=O)(=O)c1ccc2[nH]c(=O)oc2c1	2	1	3	0.6	-1	12	2	29	-5
CCN(CC)S(=O)(=O)c1ccc(NS(=O)(=O)c2ccc(F)cc2)cc1	0	-5	1	-2.0	0	2	-1	2	-2
O=C(CCCCCn1c(=S)[nH]c2cc3c(cc2c1=O)OCO3)N1CCN(c2ccccc2)CC1	-1	-3	1	1.4	15	5	-3	25	-16
CC1CCCC(NC(=O)COC(=O)CCc2ccccc2)C1C (stereo not given)	7	0	0	-0.8	1	4	1	9	-3
COC(=O)c1ccc(C23CC4(C2)[C@H](CN(Cc2cccnc2)[C@@H]4c2ccccc2)C3c2ccccc2)cc1 (stereo not given in full)	-5	-3	3	3.1	1	-3	7	-3	4

Compound activity (PubChem)
